Assay outcomes: PubChem BioAssay, Broad Institute
Rtt109 HAT inh: inhibitors of C. albicans Rtt109/Vps75 HAT, primary screen, biochemical, ThioGlo CoA-SH fluorescence, plate reader. inhibition, % at 34.9 µM. AID 540336, 2011. purified Rtt109/Vps75, 4 h. Histone acetyltransferase RTT109 (Candida albicans (strain SC5314 / ATCC MYA-2876)), …. 330,000 compounds, 0.16% hits;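 active = inhibition of at least 50% in every replicate; inconclusive = best replicate reaches 50% inhibition but some replicates fall short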
PfHsp90 yeast 2: growth inhibition of PfHsp90-expressing yeast, primary screen, antimalarial PfHsp90 inhibitor project, S. cerevisiae, BacTiter-Glo luminescence, single point, set 2; BacTiter-Glo ATP, 48 h; yeast lacking PDR1 and PDR3 efflux regulators; 310,000 compounds, 0.32% hits; inhibition, % at 9.4 µM;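 active = every replicate shows inhibition above about 80%, whatever the replicate mean, limit read from the data; inconclusive = mean inhibition reaches the set limit but some replicate falls short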;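 note: 0% = DMSO neutral controls and 100% = 20 µM radicicol positive controls; yeast relying on Plasmodium falciparum Hsp90 in place of its own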
SR-BI DiI inh: inhibitors of SR-BI mediated HDL lipid uptake, primary screen, ldlA[mSR-BI] cells, fluorescence, single point. ldlA[mSR-BI] CHO cells, DiI-HDL uptake fluorescence, 3 h. Scavenger receptor class B member 1 (Mus musculus), Q61009. AID 488896, 2010. 320,000 compounds, 0.96% hits. inhibition, % at 12.5 µM;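 active = mean replicate inhibition of at least 70% and a set share of replicates each scoring 70 or more; inconclusive = meets just one of the two criteria; inactive = fails both criteria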;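 note: 0% = median of neutral control wells and 100% = median of positive control wells; values of inactives mirror those of a sister screen read the other way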
Target sequence (Q61009 whole entry, looked up): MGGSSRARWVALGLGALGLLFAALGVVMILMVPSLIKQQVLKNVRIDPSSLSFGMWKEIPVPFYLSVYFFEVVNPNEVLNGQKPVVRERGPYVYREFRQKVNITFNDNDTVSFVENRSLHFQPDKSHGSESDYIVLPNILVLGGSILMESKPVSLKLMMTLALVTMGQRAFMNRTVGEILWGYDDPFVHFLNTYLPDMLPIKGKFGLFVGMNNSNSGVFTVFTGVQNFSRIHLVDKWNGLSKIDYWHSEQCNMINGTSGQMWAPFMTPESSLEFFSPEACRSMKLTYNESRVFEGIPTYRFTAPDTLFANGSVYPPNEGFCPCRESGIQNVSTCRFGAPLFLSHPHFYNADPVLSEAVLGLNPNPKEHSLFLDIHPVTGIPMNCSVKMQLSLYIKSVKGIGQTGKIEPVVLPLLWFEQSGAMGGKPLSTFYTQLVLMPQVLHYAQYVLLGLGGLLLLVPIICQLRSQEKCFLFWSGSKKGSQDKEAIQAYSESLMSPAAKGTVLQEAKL
SR-BI uptake up: activators of SR-BI mediated DiI-HDL uptake, primary screen, ldlA[mSR-BI] CHO cells, DiI fluorescence | 3 h; 100 = double the neutral-control signal | activation, % at 12.5 µM | 320,000 compounds, 0.096% hits | AID 504775, 2011;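 active = mean replicate activation of at least 60% and every replicate at or above 60%; inconclusive = mean or all-replicate condition met, but not both; inactive = mean below 60% and not all replicates reaching 60%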;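 note: 0% = median plate neutral-control signal and 100% = twice that signal; values of inactives mirror those of a sister screen read the other way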
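material = CHO ldlA[mSR-BI] cells | medium = Ham's F12 with 0.5% BSA, HEPES 25 mM, pH 7.4 | reagent = fluorescent DiI-HDL, 10 µg/mL final | compound dosing = single-point compound dose | incubation = 3 h, 37 °C | measured by = bottom-read fluorescence, 550/595 nm | measure = HDL uptake via cellular fluorescence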
NSD2 HMT inh: NSD2 histone methyltransferase inhibitors, primary screen, biochemical, AlphaScreen, single concentration, set 2 | inhibition, % at 12.5 µM | Histone-lysine N-methyltransferase NSD2 (Homo sapiens), O96028 | 310,000 compounds, 0.54% hits | NSD2 peptide methylation, 120 min; in the data active = inhibition above about 50%
CAL PDZ FP-1: CAL PDZ peptide-binding inhibitors, primary screen, biochemical, fluorescence polarization, Cer-tagged CAL PDZ, HTS. inhibition, % at 20 µM. purified CAL PDZ, TMR-peptide fluorescence polarization, 1 h. 330,000 compounds, 0.02% hits. Golgi-associated PDZ and coiled-coil motif-containing protein (Homo sapiens), Q9HD26. AID 504414, 2011;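 active = highest replicate inhibition of at least 40%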;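 note: plate controls were DMSO neutral control wells for no effect and unlabeled competitor peptide control wells for full effect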
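Material: tagged CAL PDZ protein CerCALP, purified; buffer or medium: sodium phosphate/NaCl buffer pH 7.4 with TCEP, IgG, Thesit; also added: fluorescent TMR peptide probe; schedule: 1 h incubation at room temperature before polarization reading; technique: fluorescence polarization from S- and P-plane intensities, G-factor corrected; control set: unlabelled peptide and DMSO controls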
dFosB act: activators of delta FosB homodimer, primary screen, biochemical, fluorescence polarization, TAMRA-CDK5 oligo, single point; purified delta FosB; percent of positive-control signal above neutral wells; activation, % at 25 µM; 340,000 compounds, 0.99% hits; AID 493131, 2011;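 active = mean activation above about 17%, with every replicate also reaching it, limit read from the data, passing the limit was not always enough; inconclusive = only one of the two conditions met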;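 note: fluorescence polarization rise as delta FosB binds a TAMRA Cdk5 AP-1 oligo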
Target sequence (P13346 whole entry, looked up): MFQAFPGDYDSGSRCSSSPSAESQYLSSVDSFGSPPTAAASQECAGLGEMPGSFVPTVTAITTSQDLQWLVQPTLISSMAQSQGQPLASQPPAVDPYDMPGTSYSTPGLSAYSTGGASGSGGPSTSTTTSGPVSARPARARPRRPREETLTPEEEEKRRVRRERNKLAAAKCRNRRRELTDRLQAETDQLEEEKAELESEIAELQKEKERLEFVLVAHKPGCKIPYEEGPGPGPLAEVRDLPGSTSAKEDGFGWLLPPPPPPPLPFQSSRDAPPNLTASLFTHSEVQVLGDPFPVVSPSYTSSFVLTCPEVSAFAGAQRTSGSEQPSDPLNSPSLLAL
CAL PDZ FP-2: untagged CAL PDZ binding inhibitors, primary screen, biochemical, fluorescence polarization, HTS; purified CAL PDZ, TMR-peptide fluorescence polarization, 1 h; inhibition, % at 24.9 µM; 300,000 compounds, 0.92% hits; AID 602252, 2012;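 active = mean inhibition of at least 30% with at least half of replicates also reaching 30%; inconclusive = no clear call, values can overlap the other calls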;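 note: 0% = DMSO neutral control and 100% = excess unlabeled competitor peptide PRC23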
PvdQ acylase: P. aeruginosa PvdQ acylase inhibitors, primary screen, biochemical, fluorescence, plate reader and imaging, single point; PvdQ acylase [Pseudomonas aeruginosa LESB58]; inhibition, % at 10 µM; 340,000 compounds, 0.063% hits; purified PvdQ acylase; in the data active = inhibition above about 30%, passing the limit was not always enough; inconclusive = no clear call, values can overlap the other calls;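 note: 0% = vehicle neutral wells and 100% = reference inhibitor wells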
MITF TRPM1 HTS: activators of MITF-driven TRPM1 promoter reporter, primary screen, cell-based, SK-MEL-5, luciferase, single point; SK-MEL-5 TRPM1-promoter luciferase, 24 h; % of positive control, neutral wells = 0; activation, % at 12.5 µM; 300,000 compounds, 0.75% hits; AID 588334, 2011;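 active = mean activation of at least 80% with every replicate also reaching 80%; inconclusive = mean reaches 80% but some replicate falls short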;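 note: 0% = neutral control wells and 100% = parthenolide positive control wells; values of inactives mirror those of a sister screen read the other way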
An asterisk follows results filed as active; ? = inconclusive; nt = not tested or not shown.

SMILES	Rtt109 HAT inh	PfHsp90 yeast 2	SR-BI DiI inh	SR-BI uptake up	NSD2 HMT inh	CAL PDZ FP-1	dFosB act	CAL PDZ FP-2	PvdQ acylase	MITF TRPM1 HTS
COc1cccc(OC)c1OCCCSc1nc(C)cc(=O)[nH]1	1	nt	-23	23	0	-2.0	-5	-2	-9	11
Cc1ccc(S(=O)(=O)N/N=C/c2ccccc2F)cc1[N+](=O)[O-]	5	9	-26	26	5	-0.4	4	5	9	3
Cc1ccc(NC(=O)CSc2nnc(N)s2)c([N+](=O)[O-])c1	-3	21	-5	5	-1	0.1	1	3	-10	8
CC1(C)CC(=O)C(C=NCCN2CCN(CC(=O)Nc3ccc(Cl)cc3)CC2)=C(O)C1	nt	-60	1	-1	0	0.3	-3	-5	13	-13
CCn1cc(C2CC(=O)NC2=O)c2ccccc21 (stereo unspecified)	-3	16	nt	nt	-1	-0.6	-2	4	-9	9
c1c2c(cc3sc(N4CCOCC4)nc13)OCO2	2	nt	0	0	11	-0.9	-4	-3	-5	nt
CNC(=S)N1N=C(c2ccc(C)cc2)CC1c1ccc(Br)cc1 (stereo unspecified)	2	nt	35	-35	0	0.5	3	nt	-6	22
COC(=O)/C=C1\SC(N2CCOCC2)=C(c2ccc(OC)cc2)C1=O	-5	-37	-16	16	6	-2.5	4	4	-13	0
Cc1ccc(N2C(=O)CC(SCC(=O)Nc3ccc(S(N)(=O)=O)cc3)C2=O)cc1 (stereo unspecified)	-74	4	5	-5	3	0.0	-1	2	-16	-6
COCCOCCn1c(/C=C/c2ccccc2)nc2ccccc21	4	20	15	-15	-14	-1.1	-14	-5	-13	38
CCOC(=O)c1cccc(NC(=O)CSc2nnc(-c3ccncc3)n2CCCOC)c1	0	-11	33	-33	-2	-1.2	-7	-1	-12	nt
COc1ccccc1Oc1nc(-c2ccccc2)cc(C)c1S(C)(=O)=O	2	-40	28	-28	0	-1.0	-2	nt	5	-9
COc1ccc(C2Nc3cccc4cccc(c34)N2)cc1Br	-4	-2	45	-45	7	nt	13	-1	-8	1
CN1C[C@@H]2[C@@H]3C(=O)N(Cc4ccccc4)C(=O)[C@@H]3[C@](Cc3ccccc3)(C1=O)N2C(=O)c1ccc(Br)cc1	12	3	-23	23	nt	-2.0	-8	-3	-13	2
CCC1CCCCN1CCCNC(=O)Cn1cnc2sc(C)c(S(=O)(=O)N3CC(C)CC(C)C3)c2c1=O (stereo unspecified)	8	-24	-15	15	nt	-1.9	-1	-3	-18	-13
O=C(NCc1ccccn1)[C@@H]1C[C@H]1[C@@H](NP(=O)(c1ccccc1)c1ccccc1)c1ccccc1	-5	nt	-1	1	nt	-1.8	-5	2	-14	3
Cc1cccc(OCc2nnc(SCC(=O)N3CCc4ccccc43)n2C)c1	-24	11	26	-26	-1	-1.2	-19	-1	-7	-2
NC(=O)c1ccsc1NC(=O)COC(=O)c1ccc(Cl)cc1	7	20	1	-1	-2	-1.0	-7	-4	10	21
CC(C)c1ccc(CNC(=O)C2CCCN2S(=O)(=O)c2ccccc2)cc1 (stereo unspecified)	-11	9	-11	11	-5	-0.7	-10	-3	2	-14
CCn1nc(C)c(C2C(C#N)=C(N)OC3=C2C(=O)CCC3)c1C (stereo unspecified)	1	16	-12	12	0	0.2	4	-1	-16	7

Ordered by number of heavy atoms (lowest first): some entries from above.
SMILES	Rtt109 HAT inh	PfHsp90 yeast 2	SR-BI DiI inh	SR-BI uptake up	NSD2 HMT inh	CAL PDZ FP-1	dFosB act	CAL PDZ FP-2	PvdQ acylase	MITF TRPM1 HTS
NC(=O)c1ccsc1NC(=O)COC(=O)c1ccc(Cl)cc1	7	20	1	-1	-2	-1.0	-7	-4	10	21
COc1ccccc1Oc1nc(-c2ccccc2)cc(C)c1S(C)(=O)=O	2	-40	28	-28	0	-1.0	-2	nt	5	-9
CCOC(=O)c1cccc(NC(=O)CSc2nnc(-c3ccncc3)n2CCCOC)c1	0	-11	33	-33	-2	-1.2	-7	-1	-12	nt

Remaining list, next part.
SMILES	Rtt109 HAT inh	PfHsp90 yeast 2	SR-BI DiI inh	SR-BI uptake up	NSD2 HMT inh	CAL PDZ FP-1	dFosB act	CAL PDZ FP-2	PvdQ acylase	MITF TRPM1 HTS
CCN(CC(=O)Nc1ccc(NC(C)=O)cc1)C(=O)C1CCN(C(=O)c2ccccc2C)CC1	-15	15	1	-1	0	-0.2	-7	nt	-6	8
O=C1NC2(O)C(=O)c3ccccc3C2(O)N1 (stereo unspecified)	-5	22	-2	2	5	0.1	3	4	-12	-4
Cc1ccc(NC(=O)C2CCCN2S(=O)(=O)c2ccc3c(c2)CCC(=O)N3)cc1Cl (stereo unspecified)	9	-28	4	-4	nt	-1.3	-3	nt	-2	-5
O=C(c1ccc(O)c(Cl)c1)N1CCN(S(=O)(=O)c2ccccc2)CC1	-3	6	-11	11	-1	-1.3	-11	-1	-11	7
COC(=O)CCC(=O)NC(=S)Nc1ccc(S(=O)(=O)Nc2cc(C)on2)cc1	3	-22	-10	10	-8	0.1	5	-8	1	-2
CCN1CCN(c2nc3ccccc3nc2C(C#N)S(=O)(=O)c2ccc(C)c(C)c2)CC1 (stereo unspecified)	0	nt	-8	8	0	-0.9	1	-1	-6	-7
Cc1ccc2c(C(=O)CN3CCSCC3)c(C)[nH]c2c1	3	-40	20	-20	0	0.7	-5	-3	0	2
Cc1ccc2nc3[nH]c(=O)[nH]c(=O)c3c(N)c2c1	13	-49	-13	13	-4	-2.6	9	-4	-22	-11
Cc1ccc(C(=O)OCC(=O)Nc2cccc(S(=O)(=O)N3CCOCC3)c2)o1	-11	-7	-21	21	-2	0.3	0	21	-3	-16
CC(=O)c1cccc(NC(=O)N2CCCc3ccccc32)c1	8	nt	6	-6	16	0.4	-6	-6	-13	7
CC(=O)c1cccc(NC(=O)C2CCCN(S(=O)(=O)c3cccc4nonc34)C2)c1 (stereo unspecified)	-5	3	12	-12	0	-1.6	-8	-4	-15	9
COc1ccc(C2CC(c3cccs3)=NN2C(=O)CCl)cc1OC (stereo unspecified)	2	15	-20	20	16	-0.9	-8	2	6	-83
CC(=C/c1ccccc1)/C=N/n1c(-c2ccco2)n[nH]c1=S	-3	-75	-19	19	33	17	-4	-2	3	nt
COc1ccccc1NC(=O)Cc1nnc(SCC(=O)NC2CCCCC2C)n1C (stereo unspecified)	-3	11	-6	6	0	-0.3	2	5	-5	0
Cn1c(SCc2ccc(C#N)cc2Cl)nc2ccccc21	-3	3	-6	6	nt	-2.7	-8	0	-16	?
COC(=O)CCNc1ccc2c(c1)OCCO2	23	5	-28	28	12	0.6	6	-2	14	-4
Cc1cccc(NC(=S)N(CCCN2CCOCC2)C(C)c2cc3ccccc3o2)c1C (stereo unspecified)	16	7	nt	nt	2	-0.4	-16	5	-9	11
CCOc1ccc(NC(=O)c2ccc(CSc3nnnn3C)cc2)cc1	-4	nt	14	-14	-2	-0.3	-3	2	-5	41
O=C(c1ccc(S(=O)(=O)Nc2ccccc2F)cc1)N1CCN(c2ccccc2O)CC1	4	nt	-4	4	6	-1.7	-10	-3	-10	0
Cn1cc(S(=O)(=O)CC(=O)Nc2ccc(Br)cc2)c2ccccc21	11	9	-12	12	nt	-1.7	-6	nt	6	3
CCCn1cc(S(=O)(=O)c2ccc(C)cc2)c(=O)c2cc(OCC)ccc21	?	-54	19	-19	2	-1.3	-10	3	2	-8
CCN(CC(=O)NCc1cccs1)CC(=O)Nc1c(Cl)ccc(C)c1Cl	4	3	-6	6	0	-0.9	-15	-4	-14	1
CCOC(=O)c1c(NC(=O)CSc2nnc(Cc3ccccc3)o2)sc(C)c1C	-8	-18	6	-6	2	-1.6	-3	nt	-13	-16
O=C(CCc1nnc2ccc(N3CCCC3)nn12)Nc1cc(F)ccc1F	29	4	15	nt	-4	-1.0	0	0	8	14
CCN(C(=O)CSc1nc2scc(-c3ccccc3)c2c(=O)n1C)C1CCS(=O)(=O)C1 (stereo unspecified)	-4	14	-32	32	-5	-0.1	-4	-1	-16	1
COc1ccc(CCNC(=O)CSCc2ccc([N+](=O)[O-])cc2)cc1OC	-6	1	-2	2	-1	-2.4	5	-3	3	7
COc1ccc(-c2nc(CS(=O)CC(=O)NCc3ccc(C)cc3)c(C)o2)cc1OC (stereo unspecified)	20	5	30	-30	nt	-1.9	-7	-2	12	2
CCOCCc1nnc(NC(=O)C2CC(=O)N(c3ccc(OCC)cc3)C2)s1 (stereo unspecified)	0	45	0	0	-1	0.1	-7	-7	-11	20
CC(=O)c1cccc(NC(=O)CC2CCCC2)c1	7	-11	3	-3	53*	-3.9	-4	-1	-8	-6
Cc1ccc(S(=O)(=O)N2CCN(C(=O)C(F)(F)F)C2c2ccc(N(C)C)cc2)cc1 (stereo unspecified)	-9	-10	nt	nt	122*	-3.4	-4	-7	-12	nt
CCOc1ccc(NC(=O)c2ccc(Br)o2)c([N+](=O)[O-])c1	0	-3	-1	1	-7	1.6	-1	2	2	45
O=C(Nc1nc(-c2ccc(S(=O)(=O)N3CCCCCC3)cc2)cs1)c1ccccc1	-11	-22	66	-66	-2	-1.0	-2	-3	-3	nt
O/C(=C\c1ccc2ccccc2n1)c1ccc(O)cc1O	5	-15	20	-20	nt	-0.3	-1	6	-5	20
Cc1ccccc1NC(=O)CSc1[nH]c(=O)cc(C)c1C#N	1	2	-13	13	nt	-0.4	0	nt	-2	5
Cc1ccc(N(C(=O)Nc2ccccc2)C2=NCC(C)S2)cc1 (stereo unspecified)	4	41	5	-5	2	3.1	1	0	-10	nt
Cc1cc(=O)[nH]c(SCC(=O)NCC2CCCCC2)c1C#N	-4	-1	-3	3	-2	-0.7	-4	nt	1	-1
CCOc1cc(/C=N/n2cnnc2)cc(Br)c1O	13	-7	-19	19	35	0.6	-3	0	-2	-1
